TMEM16A inh – mouse TMEM16A channel inhibition, primary screen; Q8BHY3; HEK293 TMEM16A/YFP iodide influx fluorescence, ionomycin; normalized B-score (activity score, 25-100; higher = stronger inhibition) at 10 µM; 1.2% of 310,000 active;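 active = ratio plate-corrected score three or more library SD toward inhibition, starting fluorescence score within five deviations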;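 also: score derived from kinetic fluorescence span divided by baseline fluorescence per well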
MrgX1 agonist – agonists of human MrgX1 receptor; 0.44% of 310,000 active; AID 588627; B-score at 10 µM; Q96LB2; MrgX1-HEK293 cells, Fluo-4 calcium fluorescence, agonist mode; stronger effect = higher value;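 active = calcium response B-score plate-corrected fluorescence ratio at least 3 library SD, with starting fluorescence B-score inside 5 SD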
Target sequence (Q96LB2 whole entry, looked up): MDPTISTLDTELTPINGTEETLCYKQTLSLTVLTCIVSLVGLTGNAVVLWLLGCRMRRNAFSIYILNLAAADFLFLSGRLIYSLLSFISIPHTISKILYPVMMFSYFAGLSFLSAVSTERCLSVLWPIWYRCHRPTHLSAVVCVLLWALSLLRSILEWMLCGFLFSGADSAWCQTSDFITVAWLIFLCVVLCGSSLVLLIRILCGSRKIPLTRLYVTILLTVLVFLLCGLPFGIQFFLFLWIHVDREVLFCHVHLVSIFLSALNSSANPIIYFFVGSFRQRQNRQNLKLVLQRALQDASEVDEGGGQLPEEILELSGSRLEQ
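Material: MrgX1-expressing HEK293 cells / Dosing: compound as first of three additions / Incubation: overnight seeding, then 1 h dark dye loading / Signal: Fluo-4 NW calcium fluorescence / Evaluation: B-scored fluorescence response ratio / Benchmarks: positive and negative control wells on each plate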
RGS4 block – human RGS4 inhibition. 0.45% of 310,000 active. P49798. B-score at 10 µM. HEK293 M3R/RGS4 inducible, Fluo-4 calcium flux; stronger effect = higher value; triggered by carbachol at its EC20;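 active = B-score, a plate-corrected calcium signal, over three deviations above library mean, with baseline fluorescence within five deviations of library mean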;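 also: RGS4 expression induced by doxycycline in cells with stable M3 receptor; B-score is computed from the integrated fluorescence ratio over baseline after carbachol; higher B-score means a larger calcium signal and so more RGS4 inhibition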
Target sequence (P49798 whole entry, looked up): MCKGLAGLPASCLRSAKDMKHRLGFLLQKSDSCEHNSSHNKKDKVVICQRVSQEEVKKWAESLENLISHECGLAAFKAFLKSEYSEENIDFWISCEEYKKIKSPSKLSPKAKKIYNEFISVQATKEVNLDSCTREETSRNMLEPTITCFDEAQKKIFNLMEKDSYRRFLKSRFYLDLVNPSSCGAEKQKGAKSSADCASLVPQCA
MrgX1 PAM – human MrgX1 positive allosteric modulation, primary screen; Q96LB2; MrgX1-HEK293, Fluo-4 calcium flux, FDSS; stronger effect = higher value; B-score at 10 µM; 0.63% of 310,000 active; AID 588675;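 active = plate-corrected calcium response at least 3 library SD above typical, normal starting fluorescence, not activating the receptor alone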;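 also: compound read alongside a low EC10 to EC30 dose of BAM8-22 agonist; peak minus trough fluorescence over baseline measured at the second addition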
TMEM16A act – mouse TMEM16A channel activation, primary screen. B-score at 10 µM. 0.3% of 340,000 active. HEK293 TMEM16A/YFP-H148Q/I152L, iodide quench fluorescence; stronger effect = lower value;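 active = fluorescence-ratio B-score plate-corrected deviation score at least 3 library SD below zero, with starting fluorescence score within 5 deviations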;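 also: channel opened by trigger with iodide after compound preincubation; score built on the fluorescence ratio of max minus min over baseline; more negative score means more quench and so TMEM16A activation or potentiation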
SKKanGAS inh – SKKanGAS growth inhibition | S. pyogenes SKKanGAS, kanamycin growth, BacTiter-Glo, 6 h | inhibition, % at 7.5 µM | 1.3% of 300,000 active;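 active = mean replicate score, as percent of positive control median, at least 50; inconclusive = mean below 50 but one replicate at or above 50; inactive = mean and every replicate below 50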;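 also: strain carries kanamycin resistance gene driven by streptokinase promoter and grows in 40 µg/ml kanamycin; loss of luminescence reflects streptokinase promoter inhibition or plain growth inhibition; 0% = median of DMSO wells and 100% = positive control at its reference dose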
TRPC6 inh – blocks the mouse TRPC6 cation channel | Q61143 | HEK293-TRPC6, membrane potential dye, ACh-evoked depolarization; stronger effect = lower value | B-score at 10 µM | 1.1% of 310,000 active | AID 2553;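 active = B-score under library mean minus 3 SD, initial fluorescence not abnormally high, positive integrated signal ratio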;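 also: B-score derived from integrated fluorescence ratio over the kinetic read; more negative B-score means stronger inhibition of depolarization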
RGS4 pot – RGS4 potentiation or activation. HEK293 M3R/inducible RGS4, carbachol calcium flux Fluo4; stronger effect = lower value. B-score at 10 µM. 0.92% of 310,000 active;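 active = B-score of the integrated calcium signal more than 4 SD below the library mean, with starting fluorescence not abnormally high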;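 also: negative B-score means reduced calcium response which marks RGS4 activation or potentiation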
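System – HEK293 FlpIn-TREx cells, stable M3R, doxycycline-inducible RGS4 · Reagent – ECmax carbachol challenge · Times – compound preincubation 20 min at room temperature before agonist · Technique – Fluo4 fluorescence kinetic imaging of calcium · Measure – B score of integrated Fluo4 ratio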
TRPC6 activator – activators of mouse TRPC6 channel | Q61143 | HEK293-TRPC6 membrane potential dye fluorescence; stronger effect = higher value | B-score at 10 µM | 0.13% of 310,000 active | AID 2550;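 active = B-score of the integrated fluorescence ratio above library mean plus 3 SD, and starting fluorescence ratio within library mean plus 5 SD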;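 also: higher score means more depolarization so channel activation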
MrgX1 antag – antagonists of human MrgX1 receptor; MRGX1-HEK293 calcium flux, Fluo-4, BAM8-22 antagonism; stronger effect = lower value; B-score at 10 µM; 1.3% of 310,000 active; AID 588676;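 active = calcium-response B-score plate-corrected more than 3 library SD below zero, starting fluorescence within 5 deviations, no agonist response on first addition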;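 also: peak minus trough fluorescence over baseline after final BAM8-22 challenge near maximal dose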
HDAC3 inhib – human HDAC3 inhibition; O15379; recombinant HDAC3, fluorogenic peptide/trypsin coupled, fluorescence; inhibition, % at 8.3 µM; 0.15% of 320,000 active; AID 2718; in the data active = inhibition above about 26%, passing the limit was not always enough; inconclusive = no clear call, values can overlap the other calls
Target sequence (O15379 whole entry, looked up): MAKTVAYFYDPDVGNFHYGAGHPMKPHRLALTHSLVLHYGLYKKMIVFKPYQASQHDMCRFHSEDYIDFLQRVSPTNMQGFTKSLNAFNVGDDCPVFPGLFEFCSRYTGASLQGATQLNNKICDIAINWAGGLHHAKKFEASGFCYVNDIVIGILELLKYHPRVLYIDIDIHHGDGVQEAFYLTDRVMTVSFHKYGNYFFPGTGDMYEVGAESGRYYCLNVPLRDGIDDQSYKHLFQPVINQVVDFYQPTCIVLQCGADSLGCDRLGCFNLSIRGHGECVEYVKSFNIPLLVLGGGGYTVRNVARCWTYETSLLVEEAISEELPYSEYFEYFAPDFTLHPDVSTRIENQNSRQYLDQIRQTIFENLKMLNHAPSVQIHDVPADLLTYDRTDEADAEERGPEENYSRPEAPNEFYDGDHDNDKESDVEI
An asterisk follows results filed as active; i = inactive; ? = inconclusive; . = not tested or not shown. Rows are unselected; about 6.7% have a hit in one of these screens.

Structure,TMEM16A inh,MrgX1 agonist,RGS4 block,MrgX1 PAM,TMEM16A act,SKKanGAS inh,TRPC6 inh,RGS4 pot,TRPC6 activator,MrgX1 antag,HDAC3 inhib
Cn1cc(C(=O)c2cccc(Cl)c2)cc1/C=N\O,i,i,i,i,i,-2,i,i,i,i,1
Cc1nc(N(C)C)ncc1C(=O)O,i,i,i,i,i,1,i,i,i,i,-3
COc1ccccc1NC(=O)c1ccc2c(c1)CCN2S(C)(=O)=O,i,i,i,i,i,1,i,i,i,i,5
COc1ccccc1-c1nnc(SCC(=O)NCc2ccco2)n1N,i,i,i,i,i,-17,i,i,i,i,4
CC(=O)c1cccc(NC(=O)C2CC(=O)N(Cc3ccccc3)C2)c1 (stereo not drawn),i,i,i,i,i,-5,i,i,i,i,-4
O=C(NCCc1ccccc1F)c1ccc2c(c1)OCCO2,i,i,i,i,i,3,i,i,i,i,-1
NC(=O)N/N=C/c1coc2ccc(O)cc2c1=O,i,i,i,i,i,-9,i,i,i,i,-4
Cc1ccc(C(=O)Nc2nc3n(n2)C(c2ccccc2)CC(=O)N3)cc1 (stereo not drawn),i,i,i,i,i,-3,i,i,i,i,.
CCN1CCc2c(OCc3ccccc3)cccc2C1=O,i,i,i,11*,i,-3,-5.6*,i,i,i,2
Cc1ccc(NC(=S)N2CCN(c3ccccn3)CC2)cc1C,i,i,i,i,i,-5,i,i,i,i,8
CCOc1ccc(C(=O)Nc2nnc(NC(=S)Nc3ccccc3)s2)cc1,i,i,4.9*,i,i,35,i,i,i,i,-3
O=C(CCSCc1ccccc1Cl)NC1CCCC1,i,i,i,i,i,-1,i,i,i,i,-4
CCCc1nc(-c2cc3ccc(C)cc3[nH]c2=O)no1,i,i,i,i,i,9,i,i,i,i,-16
CCN(CC)C(=O)Oc1ccc(OC(=O)N(CC)CC)cc1,i,i,i,i,i,-7,i,i,i,i,7
O=C(NC(=S)N(CCO)Cc1ccccc1)c1cc(Br)ccc1Cl,i,i,i,i,i,-1,i,i,i,i,9
COc1ccc(Cc2noc(CN3CCC(c4ccncc4)CC3)n2)cc1OC,i,i,i,i,i,-11,i,i,i,i,.
Oc1cccc(/C=N/n2c(C3CCCCC3)n[nH]c2=S)c1,i,i,i,i,i,-2,i,i,i,i,2
CSc1ccc(C#N)cc1NC(=O)c1ccc(Cl)nc1,i,i,i,i,i,-5,i,i,i,i,-2
CC(C)OC(=O)Cn1c(-c2ccccc2)c(-c2ccccc2)nnc1=O,i,i,i,i,i,-3,i,i,i,i,5
COc1ccc(/C=C2\CCn3c2nc2cc(C(=O)O)ccc2c3=O)cc1OC,i,i,i,i,i,23,i,i,i,i,-1
Cc1nn(C)c(C)c1C1C(C#N)=C(N)OC2=C1C(=O)CCC2 (stereo not drawn),i,i,i,i,i,-12,i,i,i,i,.
COc1ccc(/C=C(/NC(=O)c2ccccc2)C(=O)NCc2ccco2)cc1,i,i,i,i,i,0,i,i,i,i,2
Cn1c(CN2CCCCC2)nc2cc(NC(=O)c3ccccc3Cl)ccc21,i,i,i,i,i,-4,i,i,i,i,-3
O=C(O)C1CCCN1S(=O)(=O)c1ccc(Br)cc1 (stereo not drawn),i,i,i,i,i,-1,i,i,i,i,-3
COC(=O)[C@@H]1C[C@@H]2CC[C@@H](O)C[C@@H]2N1Cc1ccccc1OS(=O)(=O)c1ccc(C)cc1,i,i,i,i,i,-1,i,i,i,i,-8
Cc1cccc(NC(=O)c2cccc3c2-c2ccccc2C3=O)n1,i,i,i,i,i,-4,i,i,i,i,?
COC1=CCC2([N+](=O)[O-])CN(CCO)CC1([N+](=O)[O-])C2 (stereo not drawn),i,i,i,i,i,5,i,i,i,i,1
COc1ccc(NC(=O)c2cccc(OC(F)F)c2)cc1Cl,i,i,i,i,i,-8,i,i,i,i,-1
CC1C(=O)N2CCCc3cc(S(=O)(=O)NCc4ccc(Cl)cc4)cc1c32 (stereo not drawn),i,i,i,i,i,1,i,i,i,i,7
CCN(Cc1cn2cccnc2n1)C1CCCCC1,i,i,i,i,i,3,i,i,i,i,-13
Cc1ccccc1NC(=O)C1CCCN(C(=O)NCc2ccccc2)C1 (stereo not drawn),i,i,i,i,i,-1,i,i,i,i,-2
C=C(C)CNC(=S)N=Nc1c(O)[nH]c2ccc([N+](=O)[O-])cc12,i,i,i,i,i,13,i,i,i,i,0
Nn1c(-c2ccco2)n[nH]c1=S,i,i,i,i,i,3,i,i,i,i,1
COc1ccc(C)cc1NC(=O)CN1C(=O)CSc2ccc(S(=O)(=O)N3CCCC3)cc21,i,i,i,i,i,1,i,i,i,i,2
Cc1cccc2cc(CN(CC3CCCO3)C(=S)NCc3ccco3)c(=O)[nH]c12 (stereo not drawn),i,i,i,i,i,3,i,i,i,i,1
CC(C)c1cc(O)c(-c2ccccc2)c(=O)n1-c1ccc(Cl)cc1,i,i,i,i,i,-13,i,i,i,i,0
Cc1ccc(OCC(=O)Nc2cc(NC(=O)COc3ccc(C)cc3)cc(C(=O)O)c2)cc1,i,i,i,i,i,21,i,i,i,i,5
O=C(NCc1ccco1)C1CC(=O)N(c2ccc(Cl)cc2)C1 (stereo not drawn),i,i,i,i,i,6,i,i,i,i,-5
COCCCN(C(=O)CCSc1ccc(F)cc1)c1c(N)n(Cc2ccccc2)c(=O)[nH]c1=O,i,i,i,i,i,-3,i,i,i,i,-2
COc1cc(C(=O)N(Cc2cccc(Cl)c2)C2CCS(=O)(=O)C2)cc(OC)c1OC (stereo not drawn),i,i,i,i,i,4,i,i,i,i,-1
O=C1CCCC2=C1C(c1cn(-c3ccccc3)nc1-c1cccs1)c1c([nH]c(=O)[nH]c1=O)N2 (stereo not drawn),i,i,i,i,i,5,i,i,i,i,-9
Cc1cc2cc(CNC(=O)c3cccc([N+](=O)[O-])c3)ccc2n1C,i,i,i,i,i,-1,i,i,i,i,-3
O=S(=O)(c1ccc(Cl)cc1)c1snnc1-c1ccccc1,i,i,i,i,i,15,i,i,i,i,2
O=C1c2cccc3cccc(c23)C(=O)N1CCN1CCN(C(=S)Nc2ccc(Cl)cc2)CC1,i,i,i,i,i,18,i,i,i,i,-3
Cc1cc(C)cc(NC(=S)NCc2ccc(S(N)(=O)=O)cc2)c1,i,i,i,i,i,0,i,i,i,i,0
COc1ccc(CSc2nc(C)cc(C)c2C#N)cc1,i,i,i,i,i,-17,i,i,i,i,12
Cn1c(SCc2ccccc2)nc(C(F)(F)F)cc1=O,i,i,i,i,i,3,i,i,i,i,5
CCOC(=O)c1c(C)[nH]c(C(=O)N/N=C/c2ccc(OC)c(OC)c2)c1C,i,i,i,i,i,-2,i,i,i,i,-5
O=C(CNC(=O)c1ccco1)NCC(=O)OCc1cccc(C(=O)Oc2ccccc2)c1,i,i,i,i,i,-12,i,i,i,i,12
C=CCNC(=O)CN1C(=O)c2cccc3cccc1c23,i,i,i,i,i,0,i,i,i,i,-6
CCOc1ccc(C(=O)/C=C/c2cc(OC)c(OC)c(OC)c2)cc1,i,i,i,i,i,-3,i,i,i,i,-4
Cc1ncc(CN2CCC(N3CCC(C(=O)N4CCCC4)CC3)CC2)s1,i,i,i,i,i,9,i,i,i,i,-1
Cc1nnc(SCC(=O)NCC2CCCCC2)n(N)c1=O,i,i,i,i,i,4,i,i,i,i,-4
CCc1ccc(-c2c(C)sc(NC(C)=O)c2C(N)=O)cc1,i,i,i,i,i,-7,i,i,i,i,0
Cc1cc(C)c2nc(C)cc(Nc3ccc(C(=O)NCCO)cc3)c2c1,i,i,i,i,i,-3,-10*,i,i,i,3
CC(=O)NS(=O)(=O)c1ccc(NC(=O)CC(C)c2ccccc2)cc1 (stereo not drawn),i,i,i,i,i,6,i,i,i,i,5
CCCCOc1cccc(/C=C(\C#N)C(=O)NC2CC2)c1,i,i,i,i,i,4,i,i,i,i,5
O=C(Nc1ncn[nH]1)c1ccccc1Br,i,i,i,i,i,6,i,i,i,i,-2
Cc1ccc(-n2c(CNc3ccc(F)cc3)nnc2SCC(=O)NCc2ccco2)cc1,i,i,i,i,i,3,i,i,i,i,2
CC(=O)c1cccc(OCc2cc(C(=O)N3CC4C[C@@H]5CC3C[C@H](C4)C5)no2)c1,i,i,i,i,i,-1,i,i,i,i,5

Continued:
Structure,TMEM16A inh,MrgX1 agonist,RGS4 block,MrgX1 PAM,TMEM16A act,SKKanGAS inh,TRPC6 inh,RGS4 pot,TRPC6 activator,MrgX1 antag,HDAC3 inhib
Cc1cccc(N2CCN(C(=O)c3ccc4nc[nH]c4c3)CC2)c1C,i,i,i,i,i,2,i,i,i,i,0
O=C(NC(=S)Nc1ccc(N2CCCC2)cc1)c1ccccc1[N+](=O)[O-],i,i,i,i,i,1,i,i,i,i,13
COc1ccc2c(c1OC)C(=O)N1N=C(c3ccc(O)cc3)CC21 (stereo not drawn),i,i,i,i,i,-9,i,i,i,i,2
COc1ccc(-c2nc(NC(=O)c3ccc(OCC(=O)Nc4ccc(F)cc4)c(OC)c3)sc2C)cc1,i,i,i,i,i,14,i,i,i,i,-5
O=[N+]([O-])c1ccccc1S(=O)(=O)NC1CC2CCC1C2 (stereo not drawn),i,i,i,i,i,1,i,i,i,i,-2
CCOC(=O)N/N=C(\C)c1ccc(OC(F)F)cc1OC(F)F,i,i,i,i,i,2,i,i,i,i,-1
O=c1c2cc(Br)ccc2nc(-c2cccc(C(F)(F)F)c2)n1O,100*,119*,i,i,i,111*,i,i,i,i,1
OC(CSc1ccc(F)cc1)CN1CCN(c2ccccc2)CC1 (stereo not drawn),i,i,i,i,i,-1,i,i,i,i,-2
Cc1ccccc1C(=O)NC1CCN(Cc2nnnn2C(C)(C)C)CC1,i,i,i,i,i,-2,i,i,i,i,-4

Compound activity as filed in PubChem.
